Assay outcomes from PubChem.
AMA1 RON2 block – qHTS for Inhibitors of AMA1-RON; Towards Development of Antimalarial Drug Lead: Primary Screen; Potency, µM (doses to about 58.2 µM), for inactives: top-dose activity change, negative = inhibition, hits mostly inhibitors; Plasmodium falciparum AMA1 (3D7) - RON2 peptide interaction; AlphaScreen AMA1-biotinylated RON2 peptide binding; 0.2% of 360,000 active; AID 720542, 2013;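 note: potency is the fitted concentration of half-maximal effect; 0% = vehicle wells and -100% = peptide control; nearly all actives have a fitted effect of over 45% in size; some results filed as inactive show a strong effect at the top dose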
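AMA1 (3D7) with his tag at 25 nM final met compounds first, then biotinylated RON2 peptide at 25 nM; detection used donor plus acceptor beads, 10 µg/mL apiece, read by AlphaScreen after 30 min at room temperature.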
Shiga toxin inh – A qHTS for Small Molecule Inhibitors of Shiga Toxin. Vero cells, Shiga toxin protein synthesis inhibition reporter. inhibition, % at 38.7 µM. 9.2% of 290,000 active; in the data active = inhibition mostly above about 28%, no sharp cut-off; inactive = mostly below about 43%; note: 0% is about no effect
LmPK inh – qHTS Assay for Inhibitors of Leishmania Mexicana Pyruvate Kinase (LmPK); Potency, µM (titrated, usually from 57.5 µM), for inactives: at the highest dose activity change, negative = inhibition, actives largely listed as inhibitors; Q27686; purified LmPK, Kinase-Glo ATP luminescence, 1 h; AID 1721, 2009; 0.37% of 290,000 active; note: potency is the fitted concentration of half-maximal effect; % is set by controls: 0 for no effect and ±100 for the full control effect
Target sequence (Q27686 whole entry, looked up): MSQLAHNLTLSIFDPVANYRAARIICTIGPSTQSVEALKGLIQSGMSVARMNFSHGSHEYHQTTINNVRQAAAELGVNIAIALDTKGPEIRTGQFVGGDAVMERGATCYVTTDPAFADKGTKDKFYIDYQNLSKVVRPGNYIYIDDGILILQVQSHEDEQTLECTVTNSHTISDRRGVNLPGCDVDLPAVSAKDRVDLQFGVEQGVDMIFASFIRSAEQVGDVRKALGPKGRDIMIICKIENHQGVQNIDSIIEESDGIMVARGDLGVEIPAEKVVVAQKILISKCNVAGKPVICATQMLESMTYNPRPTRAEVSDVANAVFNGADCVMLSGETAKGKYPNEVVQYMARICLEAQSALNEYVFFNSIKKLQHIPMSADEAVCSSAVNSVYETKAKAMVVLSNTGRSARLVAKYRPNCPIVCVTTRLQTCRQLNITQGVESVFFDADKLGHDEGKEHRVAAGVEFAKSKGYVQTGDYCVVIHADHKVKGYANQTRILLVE
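qHTS format; LmPK 0.1 nM; substrates PEP 0.5 mM and ADP 0.1 mM. One-hour room-temperature incubation, then coupled luciferase luminescence; 0.5 nM enzyme wells mark activation.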
Pf growth 96h – Primary qHTS for delayed death inhibitors of the malarial parasite plastid, 96 hour incubation. 6.9% of 320,000 active. AID 504834, 2011. P. falciparum luciferase reporter growth, 96 h. Potency, µM (series often up to 28.7 µM), for the others: at the top dose activity change, negative = inhibition, hits mostly inhibitors; note: potency is the fitted concentration of half-maximal effect; % is set by controls: 0 for no effect and ±100 for the full control effect
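P. falciparum expressing integrated firefly luciferase, in erythrocytes at 2% hematocrit, 0.05% parasitemia, incubated with compounds 96 h at 37 C, 5% CO2. Growth inhibition read as loss of luminescence; two-generation exposure targets delayed-death apicoplast inhibitors.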
Pf growth 48h – Primary qHTS for delayed death inhibitors of the malarial parasite plastid, 48 hour incubation; Potency, µM (highest dose often 28.7 µM), for the others: at the highest dose activity change, negative = inhibition, actives largely listed as inhibitors; P. falciparum luciferase growth in erythrocytes, 48 h; AID 504832, 2011; 5.9% of 310,000 active; note: potency is the fitted concentration of half-maximal effect; % is set by controls: 0 for no effect and ±100 for the full control effect
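Cell-based growth assay: transgenic P. falciparum expressing firefly luciferase, cultured in red cells within RPMI 1640 containing 0.5% w/v Albumax, 24 mM bicarbonate and gentamycin. A drop in luciferase activity indicates inhibition.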
TbPYK inhibitor – qHTS of Trypanosoma Brucei Inhibitors | AID 624173, 2012 | 0.12% of 410,000 active | TbPYK enzyme, Kinase-Glo Plus ATP luminescence, 45 min | Potency, µM (highest dose often 76.8 µM), for the others: top-dose activity, negative = inhibition, usual class: inhibitors | pyruvate kinase (Trypanosoma brucei), Q57TT1; note: potency is the fitted concentration of half-maximal effect; % is set by controls: 0 for no effect and ±100 for the full control effect; nearly all actives have a fitted effect of over 50% in size
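Screened from lowest to highest concentration, compounds were pinned into TbPYK/substrate mixtures, and ADP (130 uM final) was added. Plates sat at room temperature for 45 min prior to Kinase-Glo Plus detection by luminescence.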
Cycloheximide cs – Cycloheximide Counterscreen for Small Molecule Inhibitors of Shiga Toxin. max response, %. cell reporter, cycloheximide protein synthesis inhibition counterscreen. 12% of 300,000 active. AID 2314, 2010; in the data active = max response mostly above about 13%, no sharp cut-off; inactive = mostly below about 14%; note: read at 38.3 µM for the half of the compounds with a filed dose; 0% is about no effect
An asterisk follows results filed as active; ? = inconclusive; . = not tested or not shown; [ ] = dose if it differs, or a comment. Unless noted, calls come from the whole dose curve; as a rule, active = well fitted curve in the direction sought with a large enough effect; inconclusive = small, poorly fitted or top-dose-only effect, or another doubt; inactive = no such curve, though single readings can be large; an effect the other way counts as inactive or inconclusive.

SMILES | AMA1 RON2 block | Shiga toxin inh | LmPK inh | Pf growth 96h | Pf growth 48h | TbPYK inhibitor | Cycloheximide cs
Cc1cccc(OCC(=O)NNC(=O)C2CCN(c3ncnc4sc(C)c(C)c34)CC2)c1 | 58%[activator] | . | . | 0% | ? | -4% | .
CC1CCC2(CC1)NC(=O)N(NC(=O)CSc1nnc(NC3CC3)s1)C2=O (centres undefined) | 7% | . | . | -22% | -18% | 5% | .
CCOC(=O)C1=C(C)NC(=O)C(C#N)C1c1ccncc1 (centres undefined) | 11% | -11 | -4% | ? | 2% | 7% | -2
Cc1ccc(-n2c(O)c(C=Nc3ccc(S(=O)(=O)N(C)C)cc3)c(=O)[nH]c2=O)cc1 | 13% | -4 | 7% | 2.1µM* | . | -4% | -3
CCn1c(C)cc(/C=C2\NC(=O)N(CC(=O)Nc3cccc(C)c3)C2=O)c1C | -3% | -11 | 4% | ? | ? | 0% | 1
O=C(c1cc2sccc2n1Cc1ccc(F)cc1)N1CCN(c2nc3ccccc3s2)CC1 | -21% | 10 | -4% | 31%[activator] | ? | -4% | 0
CC1(c2nnc(Cc3ccccc3)o2)CC(c2cccc(F)c2)=NO1 (centres undefined) | 23% | . | . | 79%[activator] | 5% | 1% | .
CCOc1ccc(NC(=O)C(C)C(Cc2ccc(C)cc2)C(=O)O)cc1 (centres undefined) | -7% | -1 | 6% | ? | . | 0% | -3
Cc1ccc(C(=O)N/C(=C/c2cccnc2)C(=O)O)cc1 | 4% | 15 | 2% | ? | -12% | 3% | -1
COC(=O)c1ccccc1N1C(=O)C2C(C1=O)C1C=CC2C12CC2 (centres undefined) | 43%[activator] | 2 | -3% | ? | 22% | -1% | -1
NS(=O)(=O)c1ccc(N=Nc2c(O)[nH]c3ccc(Br)cc23)cc1 | -17% | 59 | 0% | ? | -18% | 4% | -3
Cc1ccc(OCCN(C)C(=O)CC2C(=O)NCCN2CC(C)(C)C)cc1 (centres undefined) | 12% | -13 | 1% | 83%[activator] | -3% | -7% | 1
COC(=O)c1c(NC(NC(=O)C(C)(C)C)C(Cl)(Cl)Cl)sc2c1CCC2 (centres undefined) | 5% | -5 | -1% | ? | 69%[activator] | -6% | -1
O=C(NC1CC1)c1cc(-c2ccc(Br)cc2)nc2ccccc12 | -4% | . | . | ? | ? | -5% | .
CN(CC(=O)Nc1c(Cl)cccc1Cl)C(=O)c1ccc(-n2cncn2)c([N+](=O)[O-])c1 | 14% | . | . | 52%[activator] | 6% | -7% | .
CC(=O)Nc1sc2c(c1C#N)CCC2 | 0% | -1 | 2% | 12% | 478% | -4% | 11
CN(C)S(=O)(=O)c1cccc(NC(=O)c2cccc(S(=O)(=O)N3CCCCCC3)c2)c1 | -20% | . | . | 4.7µM* | 13µM* | 7% | .
c1ccc2nc(SCc3cn4ccccc4n3)cnc2c1 | 13% | 64* | -4% | ? | 0% | -8% | 40*
O=C(c1cc2cc(F)ccc2[nH]1)N1CCc2ccccc21 | 0% | 74* | 3% | ? | ? | -12% | 34*
CCc1nc(C(N)=O)c2[nH]c(=O)n(-c3ccc(OC)cc3OC)c2n1 | 5% | -6 | -2% | 54% | 22% | -13% | 8
CC(C)CC(C(=O)OCC(=O)c1c(N)n(C)c(=O)n(C)c1=O)N1C(=O)C2CC=CCC2C1=O (centres undefined) | 15% | -1 | 3% | -41% | -24% | -2% | -1
Cc1cc(OCC(O)CNC(C)c2ccccc2)ccc1C(C)C (centres undefined) | -10% | -41 | -1% | ? | ? | -1% | -11
Cc1ccc2c(c1)N(C(C)C(=O)NCc1ccccn1)C(=O)CO2 (centres undefined) | 107%[activator] | 8 | 2% | -1% | -11% | -1% | 1
Cc1sc2ncnc(SCC(=O)N(C)C3CCS(=O)(=O)C3)c2c1C (centres undefined) | 4% | -13 | -2% | 7% | 5% | 3% | -3

Quoted from the listing.
Cc1cc(OCC(O)CNC(C)c2ccccc2)ccc1C(C)C (centres undefined) in AMA1 RON2 block is listed with -10%
CN(C)S(=O)(=O)c1cccc(NC(=O)c2cccc(S(=O)(=O)N3CCCCCC3)c2)c1 in TbPYK inhibitor is listed with 7%
CC(=O)Nc1sc2c(c1C#N)CCC2 in Pf growth 96h is listed with 12%

Going on with the list:
SMILES | AMA1 RON2 block | Shiga toxin inh | LmPK inh | Pf growth 96h | Pf growth 48h | TbPYK inhibitor | Cycloheximide cs
Cc1cccc(CCNC(=O)CCS(=O)(=O)c2ccc3nc(C)sc3c2)c1 | -1% | -4 | 0% | ? | -2% | -1% | -1
CCOC(=O)c1ccc(N/C(=N\S(=O)(=O)c2ccc(F)cc2F)c2ccccc2)cc1 | 2% | -4 | 4% | 6.6µM* | ? | 2% | 1
NC(=O)CNc1ncc(C(F)(F)F)cc1Cl | 1% | -10 | -1% | -16% | 222%[activator] | -5% | 11
O=C(CSc1nnc(-c2cccs2)n1-c1cccc(Cl)c1)c1cccc2c1OCCO2 | 3% | -11 | 15% | 4% | . | -4% | -5
O=C(NCCc1cccc(Cl)c1)C1CCC(=O)N(Cc2ccc(Cl)cc2)C1 (centres undefined) | -3% | 1 | -5% | 0% | -17% | 9% | -3
CC(OC(=O)C1=Cc2ccccc2OC1)C(=O)NCc1ccco1 (centres undefined) | -4% | 42 | 0% | 0% | -3% | -7% | 23*
O=C(O)C1C2C=CC(C2)C1C(=O)NCCc1ccccc1 (centres undefined) | -4% | 30* | -1% | 77%[activator] | 38%[activator] | 14% | 12
CC1CCN(c2c([N+](=O)[O-])c(=O)oc3ccccc23)CC1 | -2% | -13 | -9% | -1% | -2% | 1% | 1
Cc1cc(/C=N/NC(=O)c2cc3ccccc3o2)c(C)n1C | 102%[activator] | 3 | -4% | -12% | ? | -2% | 11
COC(=O)c1ccccc1Oc1nc(Cl)cc(OC)n1 | -9% | 18 | -1% | ? | 2% | 1% | 0
COc1ccccc1NC(=O)c1cc2ccc(O)cc2o/c1=N\O | -9% | 60 | -8% | -92% | 6% | -3% | 23
COc1ccc(-n2c(=S)[nH]c3cc(C(=O)NCCCN4CCOCC4)ccc3c2=O)cc1OC | 8% | -5 | -3% | -2% | -15% | 4% | -2
Cc1ccccc1S(=O)(=O)Cc1ccc(C(=O)NCCCOC(C)C)o1 | 5% | -9 | -1% | 67%[activator] | -2% | -4% | -4
CC1CCCCN1C(=O)c1cc(-c2ccc3c(c2)OCO3)on1 (centres undefined) | 9% | 89* | 1% | ? | 213%[activator] | -18% | 36*
O=C(c1ccc(NS(=O)(=O)c2ccc3c(c2)OCCO3)cc1)N1CCCCC1 | 2% | 5 | -2% | 2% | 3% | -2% | -1
Clc1ccc(-c2csc3ncnc(NCCN4CCOCC4)c23)cc1 | -18% | -11 | 10% | ? | . | 1% | -6
O=C(NC1CCCCC1)C(c1ccco1)N(Cc1cccnc1)C(=O)C1COc2ccccc2O1 (centres undefined) | -2% | -17 | 7% | -29% | ? | -5% | -2
O=C1C(Cc2ccccc2)Nc2ncnc(N3CCN(c4ccccc4)CC3)c2N1Cc1ccccc1 (centres undefined) | 0% | . | . | 2.9µM* | 2.9µM* | -6% | .
Cc1cc(Cl)c2oc(C(=O)N3CCN(C4CCS(=O)(=O)C4)CC3)c(C)c2c1 (centres undefined) | -5% | -10 | 4% | 66%[activator] | 13% | -1% | -1
COc1cc2c(cc1NC(=O)COC(=O)Cn1cnc3ccccc31)oc1ccccc12 | -3% | 79* | 5% | -2% | 63%[activator] | 0% | 36*
CCC(Sc1nc2ccccc2o1)C(=O)Nc1nnc(C)s1 (centres undefined) | 52%[activator] | 5 | -2% | ? | -12% | 2% | -2
CCO/C=C/C(O)(CNC(=O)c1ccc(C(C)(C)C)cc1)C(F)(F)F (centres undefined) | -2% | 18 | 1% | ? | -25% | -5% | 14
O=C(NCCCCNC(=O)c1ccccc1Cl)c1ccccc1Cl | 9% | -20 | 7% | 14% | 0% | 5% | 1
CC(=O)c1c(N2CCOCC2)nc(=S)n(-c2cc(C)ccc2C)c1C | 0% | 11 | -5% | 1% | 20% | 0% | 1
C=CCN(CC=C)C(=O)Nc1cc(Cl)ccc1OC | 1% | -14 | -2% | . | 1% | -1% | 8
CC(C)NCC(O)c1ccc(C2CCCC2)cc1 (centres undefined) | -1% | -4 | 1% | ? | ? | 8% | -2
COc1cccc(C2C3=C(Nc4[nH]n(-c5ccccc5)c(=O)c42)c2ccccc2C3=O)c1 (centres undefined) | . | -6 | -12% | 35%[activator] | ? | . | 1
CN(CC(=O)Nc1cccc(F)c1)C(=O)CN1C(=O)C2CC=CCC2C1=O (centres undefined) | 9% | . | . | 11% | -1% | -9% | .
Cc1cc(C)c(S(N)(=O)=O)c(C)c1N(C)S(=O)(=O)c1ccccc1 | 0% | -14 | 5% | ? | 2% | 1% | -2

Among those listed so far, 8 contain two or more sulfur atoms:
SMILES | AMA1 RON2 block | Shiga toxin inh | LmPK inh | Pf growth 96h | Pf growth 48h | TbPYK inhibitor | Cycloheximide cs
CC1CCC2(CC1)NC(=O)N(NC(=O)CSc1nnc(NC3CC3)s1)C2=O (centres undefined) | 7% | . | . | -22% | -18% | 5% | .
O=C(c1cc2sccc2n1Cc1ccc(F)cc1)N1CCN(c2nc3ccccc3s2)CC1 | -21% | 10 | -4% | 31%[activator] | ? | -4% | 0
CN(C)S(=O)(=O)c1cccc(NC(=O)c2cccc(S(=O)(=O)N3CCCCCC3)c2)c1 | -20% | . | . | 4.7µM* | 13µM* | 7% | .
Cc1sc2ncnc(SCC(=O)N(C)C3CCS(=O)(=O)C3)c2c1C (centres undefined) | 4% | -13 | -2% | 7% | 5% | 3% | -3
Cc1cccc(CCNC(=O)CCS(=O)(=O)c2ccc3nc(C)sc3c2)c1 | -1% | -4 | 0% | ? | -2% | -1% | -1
O=C(CSc1nnc(-c2cccs2)n1-c1cccc(Cl)c1)c1cccc2c1OCCO2 | 3% | -11 | 15% | 4% | . | -4% | -5
CCC(Sc1nc2ccccc2o1)C(=O)Nc1nnc(C)s1 (centres undefined) | 52%[activator] | 5 | -2% | ? | -12% | 2% | -2
Cc1cc(C)c(S(N)(=O)=O)c(C)c1N(C)S(=O)(=O)c1ccccc1 | 0% | -14 | 5% | ? | 2% | 1% | -2
